# Compound activity deposited in PubChem by several laboratories.
# NPR2 activator – GC-B (human) receptor activation. 0.11% of 370,000 active. P20594. activation, % at 10 µM. AID 1920062. HEK293-GC-B cells, CNP EC30, cGMP TR-FRET; 0% at EC30 CNP, 100% saturating CNP;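 active means activation at 10 µM reaching about 35% in either raw or pattern-adjusted values, limit read from the data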
# mABHD4 FP – inhibitors of mouse ABHD4 | Q8VD66 | purified mABHD4, FP-Rh probe fluorescence polarization | inhibition, % at 8.92 µM | 0.54% of 370,000 active;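 active means inhibition exceeding the mean over every tested compound plus 3 SD, cut at about 30% in these data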;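 further: 0% = plate median of compound wells and 100% = S159A mutant with DMSO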
#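 Assay system: mABHD4 protein; medium: HEPES pH 7.0, NaCl, Pluronic buffer; dosing: 8.92 µM, single dose; schedule: 45 min + 60 min at 25 °C; signal: FP readout, ex 525 nm / em 598 nm; read-out: normalized percent inhibition of probe labeling; repeats: single replicate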
# ASAP1 GAP inh – blocks human ASAP1-stimulated Arf1 GTP hydrolysis | GDP FP detection | inhibition, % at 16.5 µM | 0.19% of 360,000 active | AID 624377; in the data active means inhibition above about 25%;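 further: 0% = vehicle with enzyme and substrate and 100% = no enzyme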
# ARFGAP1 inh – rat ARFGAP1 inhibition; inhibition, % at 16.5 µM; Q62848; 0.26% of 360,000 active; Arfgap1-stimulated ARF1 GTP hydrolysis, GDP FP detection;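 active means inhibition above a per-plate limit, mean inhibition of low control wells plus 3 SD, cut at about 25% in these data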;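 further: 0% = DMSO wells with enzyme and 100% = wells lacking Arfgap1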
#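 system = rat Arfgap1 catalytic domain, aa 1-136 | technique = FP, GDP Alexa 633 tracer displaced from anti-GDP antibody, 620/688 nm | compound = one concentration, 16.5 µM, DMSO 1.26% | medium = HEPES-based buffer, pH 7.5 | timing = compound-enzyme preincubation 20 min, reaction 120 min, detection 60 min, 25 °C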
# SMARCA2 act – SMARCA2 function activation, primary screen; MG213 cells, MMTV-luciferase reporter, dexamethasone, overnight; activation, % at 9.1 µM; 1% of 370,000 active; in the data active means activation above about 7.8%;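 further: 0% = vehicle wells and 100% = reference activator wells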
# GC-A act – GC-A (human) enzyme activation; AID 1671463; activation, % at 10 µM; HEK293 GC-A cells, cGMP TR-FRET, EC30 ANP; 0% at EC30 ANP, 100% saturating ANP; P16066; 0.14% of 370,000 active; in the data active means activation above about 40%
# Target sequence (P16066 whole entry, looked up): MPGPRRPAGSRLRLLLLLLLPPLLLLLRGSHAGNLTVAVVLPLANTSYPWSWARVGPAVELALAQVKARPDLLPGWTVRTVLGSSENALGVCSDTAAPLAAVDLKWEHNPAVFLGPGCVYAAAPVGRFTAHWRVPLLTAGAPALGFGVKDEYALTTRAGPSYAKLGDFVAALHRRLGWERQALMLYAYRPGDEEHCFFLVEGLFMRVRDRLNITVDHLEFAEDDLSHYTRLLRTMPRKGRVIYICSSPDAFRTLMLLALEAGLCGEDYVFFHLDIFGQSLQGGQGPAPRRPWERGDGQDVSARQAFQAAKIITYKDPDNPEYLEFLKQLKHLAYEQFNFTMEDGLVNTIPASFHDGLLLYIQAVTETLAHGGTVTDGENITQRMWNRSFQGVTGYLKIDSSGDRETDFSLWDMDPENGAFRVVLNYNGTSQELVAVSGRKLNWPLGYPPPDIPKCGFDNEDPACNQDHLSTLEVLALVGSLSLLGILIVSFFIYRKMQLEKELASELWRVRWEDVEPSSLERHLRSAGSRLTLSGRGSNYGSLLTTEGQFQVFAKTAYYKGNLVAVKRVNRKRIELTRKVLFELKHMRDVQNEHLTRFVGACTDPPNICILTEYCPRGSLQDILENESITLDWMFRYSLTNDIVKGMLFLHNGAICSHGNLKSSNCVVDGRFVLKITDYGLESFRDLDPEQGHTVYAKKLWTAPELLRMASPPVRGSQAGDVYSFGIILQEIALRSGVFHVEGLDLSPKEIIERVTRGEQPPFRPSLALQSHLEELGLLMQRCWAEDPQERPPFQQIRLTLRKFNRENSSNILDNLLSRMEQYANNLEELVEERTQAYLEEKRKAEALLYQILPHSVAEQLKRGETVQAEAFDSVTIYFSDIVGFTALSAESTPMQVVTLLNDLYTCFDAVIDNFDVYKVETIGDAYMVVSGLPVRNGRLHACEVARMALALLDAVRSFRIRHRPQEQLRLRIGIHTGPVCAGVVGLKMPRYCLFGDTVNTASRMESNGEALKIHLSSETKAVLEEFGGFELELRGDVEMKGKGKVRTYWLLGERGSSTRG
# HTRA1 inhibitor – blocks human HTRA1 serine peptidase | recombinant HTRA1, FP-rhodamine activity-based probe, fluorescence polarization | inhibition, % at 5.96 µM | Q92743 | 0.5% of 340,000 active; in the data active means inhibition above about 36%;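 further: 0% = enzyme with DMSO and 100% = wells lacking enzyme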
# rCAG RNA binder – molecules binding r(CAG) RNA repeats; r(CAG) RNA repeat, TO-PRO-1 dye displacement fluorescence; 1.3% of 370,000 active; inhibition, % at 3 µM;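 active means inhibition above the plate cutoff, the mean of all test compounds on that plate plus 3 SD, cut at about 35% in these data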;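 further: 0% = DMSO alone and 100% = 100 µM mitoxantrone as full dye displacement; higher means more dye released from RNA so lower well fluorescence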
# NR1D1 modulator – modulates human Rev-erb alpha binding to DNA. Rev-erbα–FITC-DNA binding, fluorescence polarization, 90 min. activity, % at 10 µM. 0.79% of 370,000 active;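 active means activity above about 14%, limit read from the data; passing the limit was not always enough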;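 further: 0% = DMSO wells with 35 nM protein and 100% = DMSO wells with 750 nM protein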
# PG9 Ab binder – binds the HIV-1 gp120 antibody PG9; inhibition, % at 6.7 µM; 0.43% of 360,000 active; TR-FRET gp120-PG9 antibody binding; in the data active means inhibition above about 8.5%
# The depositor's hits bear a star; . = no result given; & = joins results of further samples.
SMILES,NPR2 activator,mABHD4 FP,ASAP1 GAP inh,ARFGAP1 inh,SMARCA2 act,GC-A act,HTRA1 inhibitor,rCAG RNA binder,NR1D1 modulator,PG9 Ab binder
CCOC(=O)CCCNC(=O)COC(=O)c1cccc(F)c1,-4,-3,-6,-7,4,0,2,-1,1,-0.9
CN(C)S(=O)(=O)c1ccc(C(=O)NNc2nc(-c3ccccc3)c3cc(Br)ccc3n2)cc1,-4,-21,0,-4,-2,-14,-23,13,5,-1.8
COC(=O)C1=C(C)NC(C)=C(C(=O)OC(C)C)C1c1cccc2nonc12 (stereo unspecified),-7&-15,-2&0,-5,-3,-2&-3,-10&-8,-9,0&0,0&1&2,-0.4
Cc1ccccc1C(=O)Nc1ccc(-c2nc3ccc(C(=O)c4ccccc4)cc3[nH]2)cc1,0,-110,4,15,-1,5,-112,25,16,0.5
CC(=O)NC(c1ccccc1)c1nc(-c2ccc(S(C)(=O)=O)cc2)cs1 (stereo unspecified),2,2,0,-4,-1,0,.,2,-5,0.0
COc1ccc(Br)cc1CN1CCCC(C(=O)N2CCCCC2)C1 (stereo unspecified),2,10,2,-3,-5,-6,-4,-6,5,0.4
Cc1c(CCOC(=O)c2cccc([N+](=O)[O-])c2)sc[n+]1CC(=O)c1ccccc1,3,1,-3,5,0,-2,1,6,1,-0.8
CCN(C(=O)COC(=O)c1c(C)noc1C)C1CCS(=O)(=O)C1 (stereo unspecified),-2,2,1,4,0,2,6,0,-2,-1.1
O=C(CCc1ccccc1)NNC(=O)c1cccc(F)c1,-1,3,-6,-4,-1,2,-8,0,5,-0.4
Cc1cccc(N(C)S(=O)(=O)c2ccc3[nH]cc(C(=O)N4CCOCC4)c(=O)c3c2)c1,5,4,1,2,0,-2,2,4,-1,3.9
CCOc1ccccc1N(CC(=O)Nc1ccc(OC)cc1OC)S(=O)(=O)c1ccccc1,-2,-4,-8,4,-1,-4,-5,0,-1,-0.8
O=C(Cn1nc([N+](=O)[O-])nc1Br)NC(c1ccccc1)c1ccccc1,-4,3,7,12,1,-5,-7,6,8,-2.0
CC1CCCC(C)N1c1nnc(NC(=O)Cn2c(=O)oc3ccccc32)s1 (stereo unspecified),-3,-1,-3,2,-1,2,0,8,-3,1.1
O=C(Nc1ccccc1Cl)c1ccc(-n2cccn2)c([N+](=O)[O-])c1,-2,-9,4,11,1,4,-4,0,1,-1.3
COc1ccc(N(CC(=O)Nc2cc(C)ccc2OC)S(=O)(=O)c2c(C)noc2C)cc1,-3,-4,-3,9,0,-2,-7,-3,0,0.3
Cc1cccc(Cn2cnc3c(NS(C)(=O)=O)c(C)c(C)cc32)c1,.,-4,-1,-24,-3,.,-11,-4,.,1.5
CS(=O)(=O)NCC(c1ccco1)N1CCN(c2ccc(F)cc2)CC1 (stereo unspecified),3,8,2,-8,0,3,1,-3,-4,0.9
O=C1CSC(c2cccc([N+](=O)[O-])c2)N1c1ccccc1 (stereo unspecified),4,-3,8,8,0,-2,12,-1,-2,-0.5
CC1(C)Cc2nc3sc4c(=O)n(CC(=O)NCc5ccccc5)cnc4c3cc2CO1,5,1,19,-4,-1,-2,-9,4,18,50*
CCCN(CCC)C(=O)NC1CC(=O)N(c2ccc(OC)cc2)C1 (stereo unspecified),1,-3,6,16,0,0,3,-6,-2,-0.4
CCC(C)n1c(SCC(=O)Nc2ccccc2C(F)(F)F)nc2ccsc2c1=O (stereo unspecified),-9,-9,-6,2,3,-3,-6,-7,7,0.2
COc1cc(NC(=O)NCC2CCN(Cc3ccccc3F)CC2)cc(OC)c1,1,-1,0,9,-1,-3,-5,-7,0,0.2
O=C(NCc1cccs1)c1ccccc1C(=O)NCc1cccs1,2,0,-18,2,-3,2,-2,1,1,-0.5
N/C(=N\OC(=O)CCc1ccccc1)c1ccccc1Cl,8,2,7,-9,7,1,-11,-4,-1,-1.4
Cc1ccc(S(=O)(=O)C[C@@H]2OC3CCCCC3N2S(=O)(=O)c2ccc(C)cc2)cc1 (stereo partly specified),3,3,-9,-16,-5,-4,.,1,4,0.0
# (list continues)
SMILES,NPR2 activator,mABHD4 FP,ASAP1 GAP inh,ARFGAP1 inh,SMARCA2 act,GC-A act,HTRA1 inhibitor,rCAG RNA binder,NR1D1 modulator,PG9 Ab binder
COc1ccc2nc(SCC(=O)NCC3CCCO3)c(C#N)cc2c1 (stereo unspecified),1,0,-4,7,0,-4,-2,0,-2,-0.4
Cc1ccc(OCc2nnc(SCC(=O)Nc3sc(C)c(C)c3C#N)n2C)cc1,0,1,-4,15,-3,-3,6,-2,10,0.2
COc1ccc(S(=O)(=O)N(C)c2ccc(C(N)=O)cc2)cc1,2,1,12,0,-4,5,0,-5,-1,1.6
CCOC(=O)c1ccc2nc(C)c3c(c2c1)OC(C)C3 (stereo unspecified),-30,-3,-11,-6,2,-15,-1,0,-3,-0.4
COc1cccc(CNc2nc(NCC3CC3)nc3ccsc23)c1OC,-2,8,8,6,-5,-2,.,-1,7,1.0
C[C@@H](C(=O)Nc1ccc2ccccc2c1)[C@H]1C[C@]1(C)[C@H](NC(=O)OCc1ccccc1)c1ccccc1,4,-34,13,17,0,3,-73,8,3,0.9
Cc1ccc(OCCOc2cccc(/C=N/NC(N)=O)c2)cc1,-7,3,14,-3,2,-9,1,4,1,-1.0
COc1ccc(CCN(C)C(=O)CNC(=O)c2ccc3c(c2)OCO3)cc1OC,0,1,1,13,3,0,4,-6,1,-0.3
CCCCOc1ccc(S(=O)(=O)NC(=O)C2(C)CCN2C(=O)Cc2ccccc2Cl)cc1 (stereo unspecified),-3,2,0,8,1,3,.,44*,0,-2.0
COc1ccc(/C=N/N=C2/NC(=O)C(CC(=O)O)S2)cc1OCc1ccc(Cl)cc1Cl (stereo unspecified),2,0,-11,1,4,0,1,28,4,-2.8
O=C(c1ccc(F)cc1)N1CCN(c2ccc([N+](=O)[O-])c(N3CCCCC3)c2)CC1,2,0,11,14,-3,-1,-9,-4,5,-0.2
CC(=O)CSc1nc2ccccc2o1,7,6,-3,4,4,1,1,-2,-5,-0.4
COc1cc(/C=N/NC(N)=S)cc(Br)c1OCc1ccccc1F,7,-10,11,5,-8,3,-22,6,5,-0.7
CCC(=O)Oc1ccc(C2NC(=O)c3ccccc3O2)cc1OC (stereo unspecified),-12,3,6,-5,0,-3,5,-8,-1,-1.6
O=S(=O)(NCc1ccc(F)cc1)c1ccc(-c2cnc(C3CC3)o2)cc1,-4,-6,-4,10,-3,1,-4,0,-1,-2.1
COc1cc(C=NNC(=O)CN2CCN(Cc3ccc(C)cc3)CC2)cc(OC)c1O,0,8,.,.,-4,-2,.,1,-4,.
O=C1c2ccccc2[C@@H]2C[C@@H](O)[C@H](Nc3ccccc3-c3ccccc3)CCN12,-5,2,13,1,3,-12,0,4,-6,-1.4
O=C(Cc1ccc(-n2cccc2)cc1)N1CCN(c2ccccc2F)CC1,-7,-5,-8,-2,0,0,-7,-1,1,0.7
CCC(C)NC(=O)CS(=O)Cc1nc(-c2ccccc2C)oc1C (stereo unspecified),-4,3,-1,10,-3,0,-2,1,3,0.3
CCn1c(-c2ccc[nH]c2=O)nc2ccccc21,4,-4,14,11,-3,2,-5,0,0,0.4
CN(C)CC(C)(C)CNS(=O)(=O)c1cccc2nsnc12,-3,-2,-9,-11,0,1,5,0,1,0.4
CCOC(=O)C1=CCC(c2cccn2C(=O)OC(C)(C)C)N(S(=O)(=O)c2ccc(C)cc2)C1 (stereo unspecified),-3,-5,3,0,-4,-3,.,8,4,-0.9
O=C(COC(=O)c1cc(Cl)ccc1[N+](=O)[O-])Nc1cccc2ccccc12,5,-3,3,6,-2,3,-2,5,6,0.7
COc1cccc(CN(C(=O)c2cc3ccccc3oc2=O)C2CC2)c1,-3,3,13,-2,0,1,-3,-8,0,0.5
CCOC(=O)N1CCN(S(=O)(=O)c2cc([N+](=O)[O-])ccc2C)CC1,-1,-4,0,8,3,0,0,-3,-3,-1.0

# Reformatted: results already given
CCC(=O)Oc1ccc(C2NC(=O)c3ccccc3O2)cc1OC (stereo unspecified)
  NPR2 activator: -12; mABHD4 FP: 3; ASAP1 GAP inh: 6; ARFGAP1 inh: -5; SMARCA2 act: 0; GC-A act: -3; HTRA1 inhibitor: 5; rCAG RNA binder: -8; NR1D1 modulator: -1; PG9 Ab binder: -1.6

O=S(=O)(NCc1ccc(F)cc1)c1ccc(-c2cnc(C3CC3)o2)cc1
  NPR2 activator: -4; mABHD4 FP: -6; ASAP1 GAP inh: -4; ARFGAP1 inh: 10; SMARCA2 act: -3; GC-A act: 1; HTRA1 inhibitor: -4; rCAG RNA binder: 0; NR1D1 modulator: -1; PG9 Ab binder: -2.1

COc1cc(C=NNC(=O)CN2CCN(Cc3ccc(C)cc3)CC2)cc(OC)c1O
  NPR2 activator: 0; mABHD4 FP: 8; ASAP1 GAP inh: .; ARFGAP1 inh: .; SMARCA2 act: -4; GC-A act: -2; HTRA1 inhibitor: .; rCAG RNA binder: 1; NR1D1 modulator: -4; PG9 Ab binder: .

# Continuation.
SMILES,NPR2 activator,mABHD4 FP,ASAP1 GAP inh,ARFGAP1 inh,SMARCA2 act,GC-A act,HTRA1 inhibitor,rCAG RNA binder,NR1D1 modulator,PG9 Ab binder
C=CCN1C(=O)C2C(C(=O)NC3CCCC3)C3C=CC2(O3)C1C(=O)NC1CCCC1 (stereo unspecified),5,4,1,2,0,5,0,-1,5,0.3
COC(=O)C1(Cc2ccc(O)cc2)OC(=O)C(O)=C1c1ccc(O)cc1 (stereo unspecified),-5,6,5,2,1,1,15,8,-6,-2.2
CCN(CC)C(=O)COc1cc(C)c(Cl)c(C)c1,2,-3,6,-5,-4,0,0,-6,0,-2.0
CC1C(c2ccccc2)=[N+]([O-])C2(CCCC2)N1O (stereo unspecified),8,0,5,5,5,-2,0,8,-1,-0.2
CCN(CC(=O)Nc1cc(Cl)ccc1C)C(=O)CCS(=O)(=O)c1ccc(Cl)cc1,-2,-4,-7,0,-1,-1,-5,0,1,0.5
O=C(NCCc1ccccc1)c1ccc(Cl)c(S(=O)(=O)N2CCOCC2)c1,7,4,-3,0,0,2,2,-4,-6,-1.7
O=C(O)/C=C/c1ccc(-c2cccc(C(F)(F)F)c2)o1,3,3,0,11,-1,-4,-5,5,0,-2.2
CN(C)c1ccc(NC(=O)COC(=O)Cn2nnc3ccccc32)cc1,1,3,3,0,0,-6,6,1,3,-7.3
COc1cc(C(=O)NCCCNc2ccc([N+](=O)[O-])cc2)cc(OC)c1OC,-6,5,14,6,-2,-3,-4,-1,0,-0.3
Cc1cccc(NC(=O)Cn2c(=O)n(C)c3ccccc32)c1,-6,-6,-11,-11,-4,0,-6,-3,7,0.2
CCN(CCNC(=O)C1CCCN(S(=O)(=O)CC)C1)c1ccccc1 (stereo unspecified),6,4,-8,1,-1,4,4,1,-6,-0.6
CN(C)C=NC(=O)c1cn(-c2ccc(F)cc2)c(=O)c2ccccc12,-6,-5,0,4,0,3,5,0,-5,-0.6
CC1CCN(C(=O)CCCl)c2ccccc21 (stereo unspecified),0,2,5,4,5,-3,-3,1,-3,-1.9
COc1ccc(-c2csc(-c3cccs3)n2)c(OC)c1,-6,1,9,13,11*,5,-16,6,-1,-3.2
CC(=O)Nc1ccc(NC(=O)Cn2c(=O)n(-c3ccc(F)cc3)c(=O)c3oc4ccccc4c32)cc1,2,2,-13,3,-2,0,-6,6,-6,2.2
